# Screening data as filed in PubChem BioAssay.
# GSK3B inh = inhibitors of human GSK3beta kinase; P49841; GST-GSK3beta kinase, ADP-Glo luminescence, 60 min; hits give low values; activity score (negative = inhibition), % at 10 µM; actives 0.038% (n = 300,000); AID 2097;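 active means more than half of replicate wells score below -50%, meaning over 50% inhibition versus plate controls; inconclusive means some replicates but at most half score below -50%; inactive means no replicate scores below -50%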;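 further: 0% = median DMSO wells and -100% = median GW8510 positive control wells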
# Target sequence (P49841 whole entry, looked up): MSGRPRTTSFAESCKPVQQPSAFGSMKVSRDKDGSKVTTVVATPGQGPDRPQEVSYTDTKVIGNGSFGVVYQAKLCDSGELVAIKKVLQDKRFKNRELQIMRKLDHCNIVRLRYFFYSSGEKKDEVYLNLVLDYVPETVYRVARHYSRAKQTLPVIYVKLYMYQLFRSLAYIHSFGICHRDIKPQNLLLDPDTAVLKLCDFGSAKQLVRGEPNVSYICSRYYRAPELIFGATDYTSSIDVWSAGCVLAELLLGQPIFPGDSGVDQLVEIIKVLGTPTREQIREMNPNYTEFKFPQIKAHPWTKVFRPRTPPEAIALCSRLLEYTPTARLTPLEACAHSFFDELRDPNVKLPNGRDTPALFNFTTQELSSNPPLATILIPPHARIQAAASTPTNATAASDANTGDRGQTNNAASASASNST
#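 Assay system: GST-tagged human GSK3beta kinase, cell-free; Input: 1.6 ng GSK3beta; Medium: Tris/MgCl2 kinase buffer; Timing: 60 min enzyme reaction, room temperature; Signal: ADP-Glo luminescence quantifying ADP generated by kinase; Evaluation: score relative to plate controls; Benchmarks: DMSO neutral wells and GW8510 at 20 µM as positive.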
# DYRK1A inh = blocks rat Dyrk1A kinase activity | Q63470 | ADP-Glo luminescence, NFATc1 peptide | inhibition, % at 12.5 µM | actives 0.43% (n = 310,000); in the data active means inhibition above about 50%;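 further: plate controls were vehicle with enzyme for no effect and no enzyme for full effect; many of its hits are not listed in these tables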
# HSP90 inh = inhibitors of HSP90 luciferase refolding in rabbit reticulocyte lysate; luciferase refolding luminescence, 3 h; inhibition, % at 5.6 µM; actives 0.91% (n = 290,000);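 active means inhibition above the screen-wide mean plus 3 SD, computed separately per campaign, cut at about 16% in these data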;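 further: 0% = DMSO wells and 100% = 60 µM geldanamycin wells; inhibitors lower the luminescence because luciferase stays unfolded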
# PolyA inhibitor = yeast polyadenylation inhibition; AID 1875; actives 0.02% (n = 300,000); S. cerevisiae SKY197-pL101 polyadenylation reporter, beta-gal luminescence; efflux-impaired pdr1/pdr3 knockout yeast; score 100 = 6 SD above DMSO; calls only at 12 µM;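 active means lowest replicate activity score at least 50, where 100 means six control SD above control mean; inconclusive means lowest score under 50 but half or more replicates reach 50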;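 further: yeast exposed to compound for 9 h at 30 °C; higher score means more reporter readthrough which indicates perturbed polyadenylation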
# HDAC3 inhib = blocks human histone deacetylase 3 | O15379 | recombinant HDAC3, fluorogenic peptide/trypsin coupled, fluorescence | inhibition, % at 8.3 µM | actives 0.15% (n = 320,000) | AID 2718; in the data active means inhibition above about 26%, passing the limit was not always enough; inconclusive means no clear call, values can overlap the other calls
# HSF-1 act = increases HSF-1 driven luciferase reporter signal; NIH3T3-HGL HSF-1 luciferase reporter, MG132, 8 h; 100% = twice DMSO control signal; activation, % at 9 µM; actives 1.7% (n = 300,000); AID 504408;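 active means mean replicate activation of at least 50% with a set share of replicates each reaching 50%; inconclusive means only one of those two conditions met; inactive means mean below 50% and too few replicates reaching it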;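 further: 0% = median of the neutral control wells and 100% = twice that signal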
# GSK3 alpha inh = inhibitors of human GSK-3 alpha kinase; actives 0.1% (n = 320,000); AID 2650; ADP-Glo luminescence, 60 min; inhibition, % at 10 µM;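 in the data active means inhibition above about 50%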;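 further: GST-tagged GSK-3 alpha with peptide substrate and 25 µM ATP; 0% = DMSO neutral wells and 100% = GW8510 positive control wells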
# Target sequence (P49840 whole entry, looked up): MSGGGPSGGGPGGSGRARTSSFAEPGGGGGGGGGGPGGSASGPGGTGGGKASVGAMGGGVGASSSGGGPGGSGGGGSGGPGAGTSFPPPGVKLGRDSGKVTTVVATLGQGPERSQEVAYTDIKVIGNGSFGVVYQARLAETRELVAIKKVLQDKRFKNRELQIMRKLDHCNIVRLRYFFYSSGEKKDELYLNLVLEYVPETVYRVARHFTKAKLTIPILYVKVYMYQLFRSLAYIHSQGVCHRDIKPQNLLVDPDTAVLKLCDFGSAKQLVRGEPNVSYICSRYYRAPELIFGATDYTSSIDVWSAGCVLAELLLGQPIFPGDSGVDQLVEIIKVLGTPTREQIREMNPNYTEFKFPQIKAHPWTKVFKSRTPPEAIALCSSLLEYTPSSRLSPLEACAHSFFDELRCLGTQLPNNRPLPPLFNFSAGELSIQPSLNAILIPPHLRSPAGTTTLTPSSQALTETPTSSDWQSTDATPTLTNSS
# Platelet DG rel = modulates dense granule release in human platelets | human platelet-rich plasma, SFLLRN dense granule ATP release, luminescence | actives 0.22% (n = 300,000) | AID 1663 | inhibition, %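 (compounds screened at 7.5 µM in platelet-rich plasma)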;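 active means mean replicate score, as percent of positive control, at or above 50; inconclusive means mean below 50 but at least one replicate at or above 50; inactive means mean and every replicate below 50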
# HSF1 inh = HSF1 inhibition. NIH3T3-HGL HSE-luciferase, MG132-induced, luminescence 8 h; hits give low values. activity change, negative = inhibition, % at 7.5 µM (by protocol). actives 0.77% (n = 300,000). AID 2098;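 active means more than half of replicate wells show activity change below -50%, luminescence cut by over half; inconclusive means some wells, but at most half, below -50%; inactive means no replicate well below -50%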;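 further: luciferase reports HSF-1 transcriptional activity via heat shock element; 0% = median of DMSO wells and -100% = zero luminescence signal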
# AI-2 QS mod = modulates the Vibrio harveyi AI-2 quorum sensing system; actives 0.4% (n = 300,000); activity change, % at 7.5 µM; Vibrio harveyi JMH597 AI-2 luminescence/OD600 ratio, 9 h; hits give low values; strain lacks LuxN and CqsS sensors; 0 = neutral-control median; in the data active means activity change below about -75%, passing the limit was not always enough; inconclusive means no clear call, values can overlap the other calls;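 further: luminescence divided by OD600 gain over 9 h not by final OD600 alone; inactives centre near 13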
# The depositor's hits bear a star; i = inactive; ? = inconclusive; nt = not tested or not shown.
SMILES,GSK3B inh,DYRK1A inh,HSP90 inh,PolyA inhibitor,HDAC3 inhib,HSF-1 act,GSK3 alpha inh,Platelet DG rel,HSF1 inh,AI-2 QS mod
CCS(=O)(=O)N1CCN(c2ccccc2F)CC1,-3,-1,-2,i,-6,3,-1,-2,-1,-5
COc1cc2sc3ccc(-c4ccc5[nH]ccc5c4)cc3c(=O)c2cc1OC,-1,-3,nt,nt,-1,0,1,-4,1,5
COc1ccc(NC(=O)CSc2n[nH]c(-c3ccco3)n2)cc1,1,1,4,i,4,-8,-2,4,-5,47
COC(=O)CSc1nnc(CNC(=O)c2ccc(S(=O)(=O)N(C)C)cc2)n1C,2,-5,0,i,?,14,-2,5,-5,19
c1ccc2c(Oc3ccc4c(c3)OCO4)nncc2c1,-1,20,9,i,-1,35,-3,2,12,11
Cc1cc(S(=O)(=O)N2CCN(c3ccccn3)CC2)ccc1F,-3,-6,6,i,-4,13,1,12,6,17
CCC1CCCCN1CCCNC(=O)CCCOc1cc(=O)n(C)c2ccccc12 (centres undefined),-22,1,0,i,?,-4,0,4,9,-1
CCc1cc(Br)ccc1N1C(=O)C2CC=CCC2C1=O (centres undefined),-3,-4,-4,i,-2,2,1,0,-4,7
O=C(/C=C(\O)c1ccccc1)C(=O)NNC(=O)c1ccccc1,4,9,-2,i,nt,-43,0,-15,-29,20
O=C(Cc1ccccc1)NNc1ccc2ccccc2c1,-1,1,39*,i,-5,-67,-1,0,-63*,-19
CN(CC1CCOCC1)C(=O)CC1C(=O)NCCN1Cc1ccc(-c2ccccc2)cc1 (centres undefined),2,-2,6,i,-2,-2,1,-2,-5,1
COc1cc(/C=C/C(=O)OCC(=O)Nc2ccc(S(=O)(=O)N3CCCC3)cc2)ccc1O,-8,2,-10,i,5,-3,2,7,3,21
Cc1ccc(C)c(N2C(=O)CC(Cc3ccc(Cl)cc3)C2=O)c1 (centres undefined),-1,3,-3,i,-11,-4,-1,1,2,15
COc1ccc(-n2cc(-c3ccccc3)c3c(NN4CCOCC4)ncnc32)cc1,0,-7,-3,i,2,-2,-2,5,-8,7
COc1ccccc1CNC(=O)CSc1ncc(C(=O)Nc2ccccc2)c(=O)n1C,3,-3,nt,i,-2,-2,-3,0,-2,0
Cc1ccc(S(=O)(=O)c2c(N)n(CC3CCOC3)c3nc4ccccc4nc23)cc1 (centres undefined),5,-6,13,i,-86,25,0,-1,17,34
O=C(CSc1nnc(-c2ccco2)o1)c1ccccc1,0,-1,2,i,?,-22,-1,-6,-3,7
COCC1CCN(C(=O)c2cc(COc3cncc(Cl)c3)on2)C1 (centres undefined),0,0,-3,i,0,-7,-4,-7,0,40
Cc1ccc(C)c(NCCC#N)c1,2,0,-1,i,-3,-5,-4,3,-6,40
O/N=C/c1ccccc1Oc1ccc(Cl)cc1,0,-5,-2,i,1,-1,1,18,-6,-18
Cc1csc(C(C#N)C(=O)c2ccncc2)n1 (centres undefined),0,8,2,i,-1,-6,4,3,-2,17
COC(=O)c1ccccc1NC(=O)c1cc2sccc2n1C,2,-4,-2,i,0,5,-2,1,0,17
Cc1ccc([N+](=O)[O-])cc1N1C(=O)CS/C1=N\NC(=O)c1cccnc1,-1,nt,1,i,-7,10,-1,1,5,2
COc1ccc(C(=O)N/C(=C\c2cccc3ccccc23)C(=O)N2CCN(C)CC2)cc1OC,0,-9,0,i,2,-11,0,-7,-2,20
Cc1ccc(OCC(=O)Nc2ccc3c(c2)nc(CCN2CCC(C)CC2)n3C)cc1,2,-5,-1,i,-5,16,2,-2,17,3

# Arranged by heavy-atom count (descending): 3 of the compounds above.
SMILES,GSK3B inh,DYRK1A inh,HSP90 inh,PolyA inhibitor,HDAC3 inhib,HSF-1 act,GSK3 alpha inh,Platelet DG rel,HSF1 inh,AI-2 QS mod
COc1cc2sc3ccc(-c4ccc5[nH]ccc5c4)cc3c(=O)c2cc1OC,-1,-3,nt,nt,-1,0,1,-4,1,5
Cc1ccc([N+](=O)[O-])cc1N1C(=O)CS/C1=N\NC(=O)c1cccnc1,-1,nt,1,i,-7,10,-1,1,5,2
O/N=C/c1ccccc1Oc1ccc(Cl)cc1,0,-5,-2,i,1,-1,1,18,-6,-18

# Ordered by heavy-atom count (lowest first): part of the list above.
SMILES,GSK3B inh,DYRK1A inh,HSP90 inh,PolyA inhibitor,HDAC3 inhib,HSF-1 act,GSK3 alpha inh,Platelet DG rel,HSF1 inh,AI-2 QS mod
Cc1ccc(C)c(NCCC#N)c1,2,0,-1,i,-3,-5,-4,3,-6,40
Cc1csc(C(C#N)C(=O)c2ccncc2)n1 (centres undefined),0,8,2,i,-1,-6,4,3,-2,17
CCS(=O)(=O)N1CCN(c2ccccc2F)CC1,-3,-1,-2,i,-6,3,-1,-2,-1,-5
O=C(CSc1nnc(-c2ccco2)o1)c1ccccc1,0,-1,2,i,?,-22,-1,-6,-3,7
O=C(Cc1ccccc1)NNc1ccc2ccccc2c1,-1,1,39*,i,-5,-67,-1,0,-63*,-19
COC(=O)c1ccccc1NC(=O)c1cc2sccc2n1C,2,-4,-2,i,0,5,-2,1,0,17
Cc1ccc(C)c(N2C(=O)CC(Cc3ccc(Cl)cc3)C2=O)c1 (centres undefined),-1,3,-3,i,-11,-4,-1,1,2,15
COCC1CCN(C(=O)c2cc(COc3cncc(Cl)c3)on2)C1 (centres undefined),0,0,-3,i,0,-7,-4,-7,0,40
Cc1ccc([N+](=O)[O-])cc1N1C(=O)CS/C1=N\NC(=O)c1cccnc1,-1,nt,1,i,-7,10,-1,1,5,2
COc1cc2sc3ccc(-c4ccc5[nH]ccc5c4)cc3c(=O)c2cc1OC,-1,-3,nt,nt,-1,0,1,-4,1,5
CCC1CCCCN1CCCNC(=O)CCCOc1cc(=O)n(C)c2ccccc12 (centres undefined),-22,1,0,i,?,-4,0,4,9,-1
Cc1ccc(OCC(=O)Nc2ccc3c(c2)nc(CCN2CCC(C)CC2)n3C)cc1,2,-5,-1,i,-5,16,2,-2,17,3
COc1cc(/C=C/C(=O)OCC(=O)Nc2ccc(S(=O)(=O)N3CCCC3)cc2)ccc1O,-8,2,-10,i,5,-3,2,7,3,21
COc1ccc(C(=O)N/C(=C\c2cccc3ccccc23)C(=O)N2CCN(C)CC2)cc1OC,0,-9,0,i,2,-11,0,-7,-2,20

# Other results follow:
SMILES,GSK3B inh,DYRK1A inh,HSP90 inh,PolyA inhibitor,HDAC3 inhib,HSF-1 act,GSK3 alpha inh,Platelet DG rel,HSF1 inh,AI-2 QS mod
CCN(CC)C(=O)c1sc2c(c1C)c(=O)n(-c1ccc(OC)cc1OC)c(=O)n2CC(=O)c1ccccc1,-3,nt,1,i,-5,8,-5,-6,-9,5
COc1ccccc1/C=C/c1nc2ccc(OC(C)=O)cc2c(=O)o1,2,-2,1,i,-7,2,0,16,-4,29
COc1ccc(Nc2nc(-c3ccc(OC)cc3)c(CCC(=O)O)s2)cc1,2,nt,-2,i,8,20,-2,5,-2,-2
O=C(c1ccc(N2CCN(S(=O)(=O)c3ccccc3)CC2)c([N+](=O)[O-])c1)N1CCOCC1,0,3,-3,i,-2,-5,0,-1,-5,10
O=C(Nc1ccc(Br)c2cccnc12)c1ccc(Cn2cc([N+](=O)[O-])cn2)o1,0,0,0,i,5,29,-2,23,5,0
COc1ccc(/C=C2/C(=O)ON=C2C)cc1Cl,4,-1,-2,i,-4,-2,-4,12,-3,3
Cc1ccc(/C=N\NC(=O)c2csnn2)cc1,-3,3,3,i,5,37,-1,23,17,12
O=C(CCS(=O)NCc1ccccc1)NCc1ccccc1 (centres undefined),-1,nt,1,i,2,?,-2,1,8,19
N=C1S/C(=C\c2ccccc2F)C(=O)N1c1ccc(F)cc1,-4,-2,-2,i,1,27,nt,-3,16,18
CC1SC(c2cccc(Cl)c2)NC1=O (centres undefined),0,3,1,i,0,10,1,0,-2,11
Cc1cccc(C)c1NC(=O)C(C)N1CCCCC1 (centres undefined),1,12,0,i,-3,-11,-2,5,-15,1
NCCCCCC(=O)N/N=C/c1coc2ccccc2c1=O,-6,6,3,i,4,-3,1,-8,7,35
NNC(=O)c1cc(-c2cccs2)nc2ccccc12,1,6,9,i,-7,22,0,-4,2,9
COC(=O)c1cc(S(=O)(=O)N2CCC(C)CC2)cn1C,1,-4,-2,i,-2,9,-9,0,-9,13
Cc1ccc(NC(=O)CCCCCCCCCCC2COCCO2)c(C)c1 (centres undefined),2,0,-2,i,-2,1,0,-19,1,4
CCOc1ccccc1NC(=O)c1ccc(NC(=O)C2CCCO2)cc1 (centres undefined),nt,0,0,i,8,7,-1,0,-3,nt
CC(NC(=O)CN1CCCC1)c1ccccc1 (centres undefined),4,-2,-4,i,-3,2,-3,1,-7,9
c1ccc(CSc2nc3ccccc3[nH]2)cc1,-4,3,3,i,-4,?,9,6,35,-48
COc1cc(C2NC(=O)N(C)C(C)=C2C(=O)OCc2ccccc2)cc(Br)c1O (centres undefined),-1,nt,0,i,1,39,-1,13,13,27
CC(=O)c1ccc(OC(=O)C2CC(=O)N(c3cccc(C)c3)C2)cc1 (centres undefined),4,4,-2,i,-2,7,-1,0,12,7
COc1ccc(-n2nc(C(=O)NCC(=O)Nc3cc(OC)ccc3OC)c3ccccc3c2=O)cc1,1,-4,4,i,5,6,-2,-4,1,18
O=C(Nc1ccc(C2CC2(Cl)Cl)cc1)c1cccc([N+](=O)[O-])c1 (centres undefined),1,-1,3,i,5,42,-3,-1,43,20
N/C(=N\OC(=O)c1ccccc1Cl)c1ccncc1,-3,8,-3,i,7,34,8,-1,-3,8
O=C(COC(=O)/C=C/c1ccc(S(=O)(=O)N2CCOCC2)cc1)NC1CCCCCCC1,-1,4,0,i,1,-1,-1,-2,-6,24

# A portion of the library, so the mix of outcomes need not match the whole.
